Bioassay records from PubChem.
T cell modulator: T cell immune modulators affecting CD8 T cell-vesicle binding; 330,000 compounds, 0.068% hits; AID 2052; 2C CD8+ T cell-vesicle binding, flow cytometry; active compounds read low; calls only at 7 µM;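 active = response, share of CD8 T cells binding vesicles, and their 90th percentile fluorescence all below set limits, cut at about 80% in these data, passing the limit was not always enough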
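Assay system – 2C mouse CD8+ T cells · Also added – QL9-loaded Drosophila micro-vesicles · Timing – Cell–vesicle co-incubation 1.5 h at 37 °C, staining 20 min on ice · Signal – flow cytometry of vesicle-bound cells · Measure – percent CD8+ FL2 mean versus row control · Controls – Peptide-free naked vesicles (low) and QL9 vesicles with 0.7% DMSO vehicle (high)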
PMI inhibition: MPI inhibition at elevated mannose 6-phosphate – biochemical, fluorescence intensity, high mannose 6-phosphate, primary screen (AID 1220). recombinant PMI enzyme, coupled fluorescence intensity; higher % means a stronger effect. 190,000 compounds, 0.66% hits. inhibition, % at 20 µM; hits with a dose series show IC50 in µM
TNAP activation fold: human TNAP enzyme activators, primary screen, biochemical, luminescent, no phosphate acceptor, uHTS (AID 1001); purified TNAP, luminescent activation assay, no phosphate acceptor; higher activation fold means a stronger effect; activation fold at 20 µM; hits with a dose series show EC50 in µM; 200,000 compounds, 0.03% hits; in the data active = activation fold from about 3, or a potency from the dose series; inactive = the rest, 99 in 100 with activation fold below about 1.6; also: many of its hits are not listed in these tables
West Nile virus CPE: inhibition of WNV-induced cytopathic effect – cell-based, CPE readout (AID 1621) | West Nile virus-infected cells, CPE inhibition; higher % means a stronger effect | one-dose CPE inhibition, % at 10 µM; IC50 in µM for titrated hits | 290,000 compounds, 0.02% hits; in the data active = a potency from the dose series; inconclusive = CPE inhibition mostly from about 3.7% at the one dose, without a potency; inactive = the rest, 99 in 100 with CPE inhibition below about 2.2%; also: strong numbers were not always called active
human PMI inhibition: MPI enzyme activity inhibition – biochemical, fluorescence intensity, coupled assay, primary screen (AID 1209); inhibition, % at 20 µM; hits with a dose series show IC50 in µM; 190,000 compounds, 0.42% hits; purified PMI enzyme, coupled fluorescence intensity; higher % means a stronger effect;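 also: plate controls were DMSO vehicle for no effect and wells lacking substrate for full effect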
P. falciparum M17LAP: P. falciparum M17LAP inhibitors, primary screen, biochemical, fluorogenic H-Leu-NHMec substrate, 1536-well (AID 1619) | 220,000 compounds, 0.38% hits | inhibition, % at 30 µM; hits with a dose series show IC50 in µM | recombinant M17LAP, H-Leu-NHMec fluorogenic kinetic assay; higher % means a stronger effect;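 active = compound inhibiting the enzyme by more than half at any dose during confirmatory dose-response retesting; inconclusive = strong single-dose inhibitors picked by rank but not retested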;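 also: plate controls were full reaction with DMSO carrier for no effect and no enzyme background for full effect; strong numbers were not always called active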
P. falciparum M1AAP: P. falciparum M1AAP inhibitors, biochemical, fluorogenic H-Leu-NHMec substrate, 1536-well (AID 1445); recombinant M1AAP, H-Leu-NHMec fluorogenic kinetic assay; higher % means a stronger effect; 220,000 compounds, 0.42% hits; one-dose inhibition, % at 30 µM; IC50 in µM for titrated hits;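 active = primary inhibition above the hit cutoff, then over 50% inhibition at one or more dose response concentrations, cut at about 23% in these data, passing the limit was not always enough; inconclusive = conflicting primary data, or primary hits not chosen for dose response; inactive = low primary inhibition, or under 50% at every dose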;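 also: plate controls were DMSO full reaction for no effect and no enzyme background for full effect; strong numbers were not always called active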
RSV CPE inhibition: RSV antiviral activity via CPE protection, HEp-2 cells, primary 10 µM value included (AID 2391); HEp-2 cells, RSV-induced CPE inhibition; higher % means a stronger effect; 310,000 compounds, 0.13% hits; CPE inhibition, % at 10 µM, or IC50 in µM where a hit was titrated; in the data active = a potency from the dose series; inconclusive = CPE inhibition mostly from about 23% at the one dose, without a potency; inactive = the rest, 99 in 100 with CPE inhibition below about 21%; also: strong numbers were not always called active
UTI89 phage lysis: protection from phage-mediated lysis, alamar blue read-out – E. coli UTI89, K1F phage, bacterial capsule biogenesis inhibitors (AID 488966); E. coli UTI89 K1F phage lysis, alamar blue, 2 h; higher % means a stronger effect; inhibition, % at 100 µM; hits with a dose series show IC50 in µM; 340,000 compounds, 0.02% hits;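 active = phage lysis inhibition, versus mean bacterial control, above a set limit; inconclusive = no clear call, values can overlap the other calls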;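 also: capsule biogenesis inhibitors block K1F phage lysis so surviving cells raise fluorescence; higher fluorescence means more inhibition of phage lysis; actives were called in the ten point dose series up to 300 µM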
T cell modulator vesicle-bound %: also measured in T cell modulator; calls as there; double positive events, %; measured here: CD8+ vesicle-bound cell fraction;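 binding gate set so that unloaded-vesicle control wells show 10% double positive cells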
Numbers without * were called inactive; i = inactive; u = inconclusive; x = no result given; [ ] = dose if it differs, or a comment. Rule as the data show it, unless noted: active = inhibition above about 50%; inactive = the rest.

SMILES	T cell modulator	T cell modulator vesicle-bound %	PMI inhibition	TNAP activation fold	West Nile virus CPE	human PMI inhibition	P. falciparum M17LAP	P. falciparum M1AAP	RSV CPE inhibition	UTI89 phage lysis
CCC(C(=O)NCc1ccco1)N(C(=O)CNS(=O)(=O)c1ccc(C)cc1)c1ccccc1F (stereo not drawn)	i	52	x	x	-1.1%	x	x	x	1.6%	-0.2%
NC(=O)c1ccc(NC(=O)COC(=O)/C=C/c2cccs2)cc1	i	42	-5%	1.1	0.1%	-4%	12%	0%	1.3%	2.6%
Cc1noc(COc2ccc(OCc3nc(C)no3)cc2)n1	i	50	2%	1.1	-0.2%	5%	6%	9%	1.4%	0.3%
O=C(O)c1cc(-c2cccs2)nc2cc3c(cc12)OCCO3	i	66	4%	1.2	0.1%	7%	-463%	17%	-0.1%	-2.8%
c1ccc2[nH]cnc2c1	i	30	x	x	0.0%	x	x	x	3.2%	-0.1%
CC1=C(C(=O)OC(C)(C)C)C(c2cccc3ccccc23)NC(=O)N1 (stereo not drawn)	i	6	x	x	-1.6%	x	x	x	3.8%	-2.0%[50 µM]
CCCOc1ccc(S(=O)(=O)n2cc(Br)c(=O)[nH]c2=O)cc1	i	11	-5%	1.1	-0.6%	-3%	10%	7%	-0.3%	-0.9%[50 µM]
O=S(=O)(NOCc1ccc(Cl)cc1)c1ccc(Cl)cc1	i	67	x	x	-0.5%	x	x	x	1.8%	0.2%
O=C(O)CC1(CC(=O)Nc2ccccc2C(=O)c2ccccc2)CCCC1	i	60	-6%	1	1.1%	-13%	3%	0%	0.8%	0.3%
CCCCN(CCCC)c1nc(-c2ccncc2)nc2ccccc12	i	22	x	x	0.7%	x	-13%	0%	-1.6%	-0.3%
CC(C)[C@H](NC(=O)c1cccc(S(=O)(=O)N2CCOCC2)c1)C(=O)Nc1nccs1	i	69	7%	1	0.1%	6%	9%	7%	1.9%	0.2%
Nc1[nH]ncc1-c1ccc(Cl)cc1	i	55	-2%	1.2	-0.5%	-2%	38µM*	-10%	1.9%	0.4%
Cc1ccc(NC(=O)c2oc3ccc(S(=O)(=O)N4CCOCC4)cc3c2C)cc1C	i	58	-1%	1.1	2.0%	2%	-4%	0%	0.6%	-1.4%
Cc1nnc(SCC2=C(C(=O)O)N3C(=O)C(NC(=O)Cn4ncc(Cl)c4C)C3SC2)s1 (stereo not drawn)	i	10	17%	1.1	0.1%	16%	18%	2%	3.0%	-0.3%
NC(=S)N=Nc1ccc(NN=C(N)N)cc1	i	46	x	x	-0.3%	x	x	x	0.9%	i
CCCSc1nnc(NC(=O)Nc2ccc(F)cc2)s1	i	18	7%	1	u	14%	-39%	9%	4.8%	-0.2%
Cc1ccccc1OCC(=O)Nc1ccccc1C(=O)N1CCCCC1	i	19	x	x	-0.1%	x	x	x	5.0%	1.8%[50 µM]
c1ccc(-c2nnc(-c3ccccn3)nc2NC2CCCCC2)cc1	i	44	-8%	1	u	-7%	13%	0%	1.6%	-7.0%
COc1ccccc1/C=N/n1c(N)c(S(=O)(=O)c2cccs2)c2nc3ccccc3nc21	i	21	6%	1.1	0.2%	14%	-8%	7%	15%	0.0%
O=C(O)c1ccc(N/N=C/c2c(F)cccc2Cl)cc1	i	36	x	x	-0.2%	x	x	x	3.0%	0.0%
Cn1nnnc1SCC(=O)Nc1ccc2c(c1)OCCO2	i	20	2%	1.1	0.0%	4%	-3%	-3%	1.8%	-0.1%
COc1ccc(C(=O)NCc2ccc(-n3cccc3)cc2)cc1OC	i	62	6%	1.1	-0.5%	5%	-8%	-1%	2.8%	-0.1%
Cn1nccc1NC(=O)COCC(=O)O	i	42	x	x	1.3%	x	0%	u	1.1%	0.1%
O=C(NCc1ccc(Cl)cc1)c1cc([N+](=O)[O-])ccc1Cl	i	42	-8%	1.1	-0.3%	-6%	1%	0%	0.4%	0.2%
CC(C)NC(=O)CSc1nc2sccc2c(=O)n1-c1ccccc1	i	11	x	x	0.3%	x	x	x	1.7%	-0.2%
COCCNC(=S)NCc1ccc2[nH]c3c(c2c1)CCCC3	i	44	19%	1.1	-1.0%	10%	8%	2%	8.9%	-0.4%
CCOC(=O)N1CCN(CC(=O)Nc2ccc(OC)cc2)CC1	i	13	-12%	1.1	0.0%	-2%	5%	1%	1.0%	0.5%
O=C(/C=C/c1ccccc1Cl)N(Cc1ccccc1)C1CCS(=O)(=O)C1 (stereo not drawn)	i	47	10%	1	-1.0%	16%	-1%	0%	1.9%	6.1%
CCc1cccc(NC(=O)c2snc3c(=O)[nH]cnc23)c1	i	66	7%	1	-0.3%	4%	0%	12%	15%	0.9%
O=C(CCNS(=O)(=O)c1ccc2[nH]c(=O)oc2c1)NCc1ccc(F)cc1	i	51	x	x	0.4%	x	x	x	0.4%	1.4%
O=C(NC1CCCCC1)c1ccc(CNc2ccccc2)o1	i	35	19%	1.1	-1.3%	18%	1%	4%	3.0%	-0.1%
O=S(=O)(N1CCOCC1)n1nnc2ccccc21	i	26	11%	1.1	0.1%	11%	-9%	2%	0.9%	0.2%
COCCn1c(SCC(=O)Nc2nc(C)cs2)nnc1C(C)C	i	45	x	x	-0.1%	x	x	x	0.4%	0.2%
Cc1nnc(NC(=O)CSc2nnc(-c3ccco3)n2C(C)C)s1	i	18	x	x	0.2%	x	x	x	0.5%	0.1%
N#CCCN(Cc1ccncc1)C(=S)NC1CC2C=CC1C2 (stereo not drawn)	i	28	x	x	-0.3%	x	5%	10%	x	x
Cc1cccc(-n2c(O)c(C=Nc3ccc4c(c3)OCO4)c3ccccc3c2=O)n1	i	46	26%	1.1	-0.1%	15%	-6%	4%	1.8%	0.6%
COc1ccc(NS(=O)(=O)c2cccc(C(=O)N/N=C/c3cn(-c4ccccc4)nc3-c3ccccc3)c2)cc1	i	34	x	x	-0.2%	x	2%	1%	14%	-0.1%
CCOc1ccccc1N(CC(=O)Nc1ccc(S(=O)(=O)N2CCOCC2)cc1)S(=O)(=O)c1ccc(Cl)cc1	i	25	10%	1.1	0.1%	3%	7%	6%	1.8%	2.8%
CC(C)CC(=O)OC1C(N2CCOCC2)c2c(ccc(/C=C/C(=O)N3CCOCC3)c2O)OC1(C)C (stereo not drawn)	i	8	4%	1.2	-0.9%	8%	18%	12%	2.6%	-0.1%
COc1ccc(CCc2nnc(NS(C)(=O)=O)s2)cc1	i	57	x	x	0.7%	x	x	x	0.3%	0.9%
CCC(Oc1ccccc1)C(=O)NC1CCCCCC1 (stereo not drawn)	i	10	x	x	0.0%	x	x	x	1.5%	0.0%
COc1ccccc1CN1C[C@@H]2C[C@@H](c3cccc(C)c3)N3CCC[C@@]23C1=O	i	43	7%	1.1	-1.0%	12%	2%	4%	3.8%	x
CCOC(=O)C1CCN(S(=O)(=O)c2ccc3c(c2)CCN3C(=O)C2CCC2)CC1	i	15	x	x	0.1%	x	x	x	0.7%	0.2%
CCOCCOC(=O)COc1ccc2c(-c3ccccc3)cc(=O)oc2c1	i	51	0%	1.2	1.8%	10%	-4%	7%	0.6%	0.9%[50 µM]
O=C(Cn1ncc2c3ccccc3n(Cc3ccccc3F)c2c1=O)N1CCN(c2ccccn2)CC1	i	37	x	x	0.0%	x	x	x	6.7%	-1.6%
COc1cccc(NC(=O)CNC(=O)c2ccccc2)c1	i	4	11%	1.1	-0.1%	10%	4%	6%	0.9%	3.9%
CCOc1ccc(C(=O)O/N=C(\N)c2ccccn2)cc1	i	56	x	x	-0.3%	x	x	x	0.8%	1.9%
CCCN(C(=O)C(=O)Nc1ccc2nc3n(c(=O)c2c1)CCCCC3)c1ccc(OCC)cc1	i	16	x	x	0.5%	x	13%	35%	-0.8%	2.8%
CC1CN/C(=C\C(=O)c2ccc(Br)cc2)C(=O)N1 (stereo not drawn)	i	7	0%	1	-1.1%	0%	-3%	4%	2.5%	0.5%
COc1ccc(C(=O)CC(=O)C(=O)Nc2cc(Cl)c(OC)cc2OC)cc1	i	17	8%	1	0.3%	4%	10%	4%	-1.0%	-0.4%

Molecules listed so far that contain bromine, in the order listed:
SMILES	T cell modulator	T cell modulator vesicle-bound %	PMI inhibition	TNAP activation fold	West Nile virus CPE	human PMI inhibition	P. falciparum M17LAP	P. falciparum M1AAP	RSV CPE inhibition	UTI89 phage lysis
CCCOc1ccc(S(=O)(=O)n2cc(Br)c(=O)[nH]c2=O)cc1	i	11	-5%	1.1	-0.6%	-3%	10%	7%	-0.3%	-0.9%[50 µM]
CC1CN/C(=C\C(=O)c2ccc(Br)cc2)C(=O)N1 (stereo not drawn)	i	7	0%	1	-1.1%	0%	-3%	4%	2.5%	0.5%

Returning to the listing, repeating the three entries before the break.
SMILES	T cell modulator	T cell modulator vesicle-bound %	PMI inhibition	TNAP activation fold	West Nile virus CPE	human PMI inhibition	P. falciparum M17LAP	P. falciparum M1AAP	RSV CPE inhibition	UTI89 phage lysis
CCCN(C(=O)C(=O)Nc1ccc2nc3n(c(=O)c2c1)CCCCC3)c1ccc(OCC)cc1	i	16	x	x	0.5%	x	13%	35%	-0.8%	2.8%
CC1CN/C(=C\C(=O)c2ccc(Br)cc2)C(=O)N1 (stereo not drawn)	i	7	0%	1	-1.1%	0%	-3%	4%	2.5%	0.5%
COc1ccc(C(=O)CC(=O)C(=O)Nc2cc(Cl)c(OC)cc2OC)cc1	i	17	8%	1	0.3%	4%	10%	4%	-1.0%	-0.4%
C=CCN(CC=C)CCOc1cc(C)ccc1[N+](=O)[O-]	i	22	31%	1	-1.4%	12%	-2%	-3%	-1.4%	-0.1%
CCC(C)[C@H](NC(=O)N1CC(=O)Nc2ccccc21)C(=O)Nc1ccccc1C (stereo partly drawn)	i	56	x	x	2.1%	x	x	x	-0.2%	0.1%
CCOC(=O)N1CCN(S(=O)(=O)c2c(C)nc3sccn3c2=O)CC1	i	22	x	x	0.0%	x	x	x	0.6%	0.6%
COc1ccc(S(=O)(=O)CCc2nnc(NC(C)=O)s2)cc1	i	58	9%	1.1	0.3%	5%	4%	-1%	1.2%	0.0%
CCSc1nnc(NC(=O)NC(CC)(C(F)(F)F)C(F)(F)F)s1	i	24	2%	0.9	-0.3%	-3%	-10%	7%	1.3%	-1.0%

Outcome played no part in choosing rows (roughly 1.5% active in at least one column).
